Screening data deposited in PubChem BioAssay by Johns Hopkins Ion Channel Center.
RGS4 inh = inhibitors of human RGS4; P49798; HEK293 M3R/RGS4 inducible, Fluo-4 calcium flux; active compounds read high; triggered by carbachol at its EC20; B-score at 10 µM; actives 0.45% (n = 310,000); AID 463165;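 active = B-score, a plate-corrected calcium signal, over three deviations above library mean, with baseline fluorescence within five deviations of library mean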;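 also: RGS4 expression induced by doxycycline in cells with stable M3 receptor; B-score is computed from the integrated fluorescence ratio over baseline after carbachol; higher B-score means a larger calcium signal and so more RGS4 inhibition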
TRPC4 act = activators of mouse TRPC4 channel; Q9QUQ5; HEK293 TRPC4beta/mu-opioid, Fluo4 calcium fluorescence; active compounds read high; B-score at 10 µM; actives 0.49% (n = 310,000); AID 2237;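 active = B-score above 5 SD of library B-scores, and initial fluorescence ratio not above library mean plus 5 SD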;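 also: positive B-score marks a calcium rise read as TRPC4 activation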
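Assay system: HEK293 cells stably co-expressing mouse TRPC4beta and mu-opioid receptor / Timing: Fluo4 dye loading 45 min at room temperature, 110 s recording / Signal: Fluo4 calcium-sensitive dye fluorescence, kinetic, 1 Hz baseline / Read-out: integrated baseline-normalised fluorescence ratio, converted to per-well B score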
MrgX1 allo act = human MrgX1 positive allosteric modulation, primary screen | Q96LB2 | MrgX1-HEK293, Fluo-4 calcium flux, FDSS; active compounds read high | B-score at 10 µM | AID 588675 | actives 0.63% (n = 310,000);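 active = plate-corrected calcium response at least 3 library SD above typical, normal starting fluorescence, not activating the receptor alone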;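 also: compound read alongside a low EC10 to EC30 dose of BAM8-22 agonist; peak minus trough fluorescence over baseline measured at the second addition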
TRPC4 PAM = allosteric potentiators of mouse TRPC4 channel. HEK293 TRPC4beta/mu-opioid, DAMGO EC20, Fluo-4 Ca2+ flux; active compounds read high. actives 0.42% (n = 310,000). Q9QUQ5. B-score at 10 µM. AID 2227;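 active = B-score of calcium response area above 5 SD of library B-scores, with initial fluorescence ratio within 5 SD of library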;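 also: B-score of integrated fluorescence ratio over time as area under calcium response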
TRPC6 inh = blocks the mouse TRPC6 cation channel. Q61143. AID 2553. B-score at 10 µM. actives 1.1% (n = 310,000). HEK293-TRPC6, membrane potential dye, ACh-evoked depolarization; active compounds read low;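 active = B-score under library mean minus 3 SD, initial fluorescence not abnormally high, positive integrated signal ratio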;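 also: B-score derived from integrated fluorescence ratio over the kinetic read; more negative B-score means stronger inhibition of depolarization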
TMEM16A act = activators or potentiators of mouse TMEM16A chloride channel | AID 623877 | Q8BHY3 | B-score at 10 µM | HEK293 TMEM16A/YFP-H148Q/I152L, iodide quench fluorescence; active compounds read low | actives 0.3% (n = 340,000);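 active = fluorescence-ratio B-score plate-corrected deviation score at least 3 library SD below zero, with starting fluorescence score within 5 deviations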;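 also: channel opened by trigger with iodide after compound preincubation; score built on the fluorescence ratio of max minus min over baseline; more negative score means more quench and so TMEM16A activation or potentiation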
Target sequence (Q8BHY3 whole entry, looked up): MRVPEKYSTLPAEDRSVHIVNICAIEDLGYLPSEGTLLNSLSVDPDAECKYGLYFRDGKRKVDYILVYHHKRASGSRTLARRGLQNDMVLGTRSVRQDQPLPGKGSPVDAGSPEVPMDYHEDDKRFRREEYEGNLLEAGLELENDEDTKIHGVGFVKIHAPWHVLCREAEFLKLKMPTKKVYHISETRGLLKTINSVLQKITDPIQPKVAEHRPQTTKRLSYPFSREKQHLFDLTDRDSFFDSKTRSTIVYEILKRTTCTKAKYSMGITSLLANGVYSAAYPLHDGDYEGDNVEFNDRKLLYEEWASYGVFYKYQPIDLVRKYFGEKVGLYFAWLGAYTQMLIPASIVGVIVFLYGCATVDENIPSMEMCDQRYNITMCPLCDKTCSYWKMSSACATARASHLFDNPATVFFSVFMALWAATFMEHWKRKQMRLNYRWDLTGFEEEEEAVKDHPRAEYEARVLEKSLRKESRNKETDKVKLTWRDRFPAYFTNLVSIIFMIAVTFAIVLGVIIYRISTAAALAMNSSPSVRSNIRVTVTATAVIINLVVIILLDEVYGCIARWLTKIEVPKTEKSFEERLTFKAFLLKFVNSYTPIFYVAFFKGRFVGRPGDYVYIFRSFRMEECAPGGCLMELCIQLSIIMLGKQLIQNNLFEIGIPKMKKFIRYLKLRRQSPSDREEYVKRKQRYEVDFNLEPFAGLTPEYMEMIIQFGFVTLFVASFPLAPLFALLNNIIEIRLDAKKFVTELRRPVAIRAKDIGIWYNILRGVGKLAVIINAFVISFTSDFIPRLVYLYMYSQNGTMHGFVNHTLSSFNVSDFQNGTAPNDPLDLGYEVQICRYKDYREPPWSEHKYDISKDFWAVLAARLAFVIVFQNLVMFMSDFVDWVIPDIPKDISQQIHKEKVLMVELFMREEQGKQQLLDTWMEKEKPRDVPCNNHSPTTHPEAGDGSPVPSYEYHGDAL
TRPC4 inh = TRPC4 (mouse) channel inhibition; HEK293 TRPC4beta/mu-opioid, DAMGO-evoked Fluo4 calcium flux; active compounds read low; B-score at 10 µM; actives 0.39% (n = 300,000); AID 2247;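 active = B-score over 3 SD under the library average, no early fluorescence shift, positive overall ratio signal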
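Assay system: HEK293 cells with stable TRPC4beta plus mu-opioid receptor expression. Dosing: single dose. Measured by: Fluo4 Ca2+ flux fluorescence. Also added: DAMGO in two steps, submaximal then maximal. Read-out: B score from integrated Fluo4 fluorescence ratio.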
TMEM16A inh = mouse TMEM16A channel inhibition, primary screen; HEK293 TMEM16A/YFP iodide influx fluorescence, ionomycin; normalized B-score (activity score, 25-100; higher = stronger inhibition) at 10 µM; actives 1.2% (n = 310,000);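 active = ratio plate-corrected score three or more library SD toward inhibition, starting fluorescence score within five deviations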;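 also: score derived from kinetic fluorescence span divided by baseline fluorescence per well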
MrgX1 antag = antagonists of human MrgX1 receptor. Q96LB2. MRGX1-HEK293 calcium flux, Fluo-4, BAM8-22 antagonism; active compounds read low. B-score at 10 µM. actives 1.3% (n = 310,000). AID 588676;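 active = calcium-response B-score plate-corrected more than 3 library SD below zero, starting fluorescence within 5 deviations, no agonist response on first addition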;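 also: peak minus trough fluorescence over baseline after final BAM8-22 challenge near maximal dose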
MrgX1 ag = agonists of human MrgX1 receptor; B-score at 10 µM; AID 588627; MrgX1-HEK293 cells, Fluo-4 calcium fluorescence, agonist mode; active compounds read high; actives 0.44% (n = 310,000); Q96LB2;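 active = calcium response B-score plate-corrected fluorescence ratio at least 3 library SD, with starting fluorescence B-score inside 5 SD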
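Assay system: MrgX1-expressing HEK293 cells / Amount: fifteen thousand cells per well / Doses: test compound in the initial addition of three / Timing: cells plated overnight, dye loaded 0.5 h 37 °C, 0.5 h room temperature / Technique: kinetic calcium dye fluorescence, Fluo-4 NW / Control set: positive and negative controls per plate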
TRPC6 act = activators of mouse TRPC6 channel; Q61143; HEK293-TRPC6 membrane potential dye fluorescence; active compounds read high; B-score at 10 µM; actives 0.13% (n = 310,000); AID 2550;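 active = B-score of the integrated fluorescence ratio above library mean plus 3 SD, and starting fluorescence ratio within library mean plus 5 SD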;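 also: higher score means more depolarization so channel activation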
* hit, by the source's call; i = inactive; / = no result given. No enrichment for hits; 5.8% or so of the library scored in one or more.

Compound | RGS4 inh | TRPC4 PAM | MrgX1 antag | MrgX1 ag | TMEM16A act | TRPC6 inh | TRPC4 inh | TRPC6 act | TMEM16A inh | TRPC4 act | MrgX1 allo act
CC(NC(=O)C(=O)N/N=C/c1ccc(Cl)cc1)c1ccccc1 (configuration not stated) | i | i | i | i | i | i | i | i | i | i | i
CCNC(=O)C1(c2ccccc2)CCCC1 | i | i | i | i | i | i | i | i | i | i | i
O=S(=O)(NC1c2cccc3cccc(c23)C1Sc1ncccn1)c1ccc(Cl)cc1 (configuration not stated) | i | i | -4.7* | i | i | i | i | i | i | i | i
COCCSc1ccccc1C(=O)N1CCc2ccccc21 | i | i | i | i | i | i | i | i | i | i | i
CCOc1cc(CO)cc(Br)c1OCC(=O)O | i | i | i | i | i | i | i | i | i | i | i
CCOc1ccc2nc(SCC)[nH]c2c1 | i | i | i | i | i | i | i | i | i | i | i
CC(=O)Nc1cc(-c2ccccc2)nn1Cc1ccc(Cl)cc1 | i | i | i | i | i | i | i | i | i | i | i
CCOC(=O)C(CC)/C(C)=N\NC(=O)CCC(=O)Nc1ccc(Cl)cc1Cl (configuration not stated) | i | i | i | i | i | i | i | i | i | i | i
COc1ccc(N2CCN(C(=O)Cc3coc4cc(C)ccc34)CC2)cc1 | i | i | i | i | i | i | i | i | i | i | i
COc1cc(CCNC(=O)c2ccccc2NC(=O)C2=C(C)OCCS2)cc(OC)c1OC | i | i | i | i | i | i | i | i | i | i | i
O=c1c(Cc2c(F)cccc2Cl)c(O)ccn1Cc1ccc2c(c1)OCO2 | i | i | i | i | i | i | i | i | i | i | i
Cc1ccccc1NC(=O)C[n+]1cc(-c2ccccc2)n2c1CCC2 | i | i | i | i | i | i | i | i | i | i | i
N[C@@]12CCc3nonc3[C@]1(O)CC(c1ccccc1)=[N+]2[O-] | i | i | i | i | i | i | i | i | i | i | i
O=C(OCC(=O)N1CCOCC1)c1ccccc1Br | i | i | i | i | i | i | i | i | i | i | i
CCn1cc(CCC(=O)O)c(C)n1 | i | i | i | i | i | i | i | i | i | i | i
Cc1ccc(NC(=O)CN(C)C(=O)CN2C(=O)NC(C)(c3ccccc3)C2=O)cc1 (configuration not stated) | i | i | i | i | i | i | i | i | i | i | i
COC(=O)c1ccc(CSc2nnc3sc4ccccc4n23)o1 | i | i | i | i | i | i | i | i | i | i | i
O=C(NCc1ccco1)C(c1ccc(F)cc1)N(CC1CCCO1)C(=O)Cn1nnc2ccccc21 (configuration not stated) | i | i | i | i | i | i | i | i | i | i | i
CN1CCN(C(=O)c2ccc(Cn3cc(Cl)cn3)o2)CC1 | i | i | i | i | i | i | i | i | i | i | i
COc1ccc(C)cc1NC(=O)C1CCCN(S(=O)(=O)c2ccc3[nH]c(=O)ccc3c2)C1 (configuration not stated) | i | i | i | i | i | i | i | i | i | i | i
Cc1c(O)ccc2c(CC(=O)N[C@@H](Cc3ccccc3)C(=O)O)cc(=O)oc12 | i | i | -4.9* | i | i | i | i | i | i | i | i
Cn1c(N/N=C/c2ccccc2)nc2sc3c(c2c1=O)CCC3 | i | i | i | i | i | i | i | i | i | i | i
FC(F)Oc1cccc(NC(=S)N2CCN(c3ccccn3)CC2)c1 | i | i | i | i | i | i | i | i | i | i | i
O=c1[nH]c(C2CCN(S(=O)(=O)c3ccccc3C(F)(F)F)CC2)nc2c1nnn2Cc1ccccc1 | i | i | i | i | i | i | i | i | i | i | i
CCCc1cc(C(=O)Nc2ccc(C(=O)OC)cc2)cs1 | i | i | i | i | i | i | i | i | i | i | i
COc1ccc(/C=N/Nc2ccc([N+](=O)[O-])cc2)cc1O | i | i | i | i | i | i | i | i | i | i | i
COc1ccc(N(Cc2ccccc2)C(=O)CSc2nnc(Cn3nnc4ccccc43)o2)cc1 | i | i | i | i | i | i | i | i | i | i | i
CC(C)CC(c1nnnn1C(C)C)N1CCN(c2cccc(Cl)c2)CC1 (configuration not stated) | i | i | i | i | i | i | i | i | i | i | i
COCc1c(C(=O)N/N=C/c2cccc3ccccc23)nnn1-c1nonc1N | i | i | i | i | i | i | i | i | i | i | i
O=C(COC(=O)c1ccc([N+](=O)[O-])s1)Nc1cccc(S(=O)(=O)NC2=NCCCCC2)c1 | i | i | i | i | i | i | i | i | i | i | i
O=C(NCCC1CCCCN1S(=O)(=O)c1ccc(F)cc1)C(=O)NCc1ccncc1 (configuration not stated) | i | i | i | i | i | i | i | i | i | i | i
O=C(CCC1CCCN(C(=O)COc2ccccc2)C1)N1CCN(c2ccccn2)CC1 (configuration not stated) | i | i | i | i | i | i | i | i | i | i | i
C/C=C/c1ccc(OCCCCN2CCN(CC)CC2)c(OC)c1 | i | i | i | i | i | i | i | i | i | i | i
CCc1ccc(N(C(=O)CCC(=O)Nc2cc(C)on2)C(C(=O)NC(C)(C)C)c2ccc(OC)cc2)cc1 (configuration not stated) | i | i | i | i | i | i | i | i | i | i | i
Cc1nn(-c2ccc(C(=O)Nc3nnc(C4CC4)s3)cc2)c(C)c1Cl | i | i | i | i | i | i | i | i | i | i | i
Cc1ccc(S(=O)(=O)C2C(=O)NC3(C)CC2c2ccccc2O3)cc1 (configuration not stated) | i | i | i | i | i | i | i | i | i | i | i
CC(=Nc1cccc(C)c1)c1sc2ccccc2c1O | i | i | i | i | i | i | i | i | i | i | 8.1*
Cc1nc2ccc(S(=O)(=O)NCC(=O)N3CCC(N4CCCCC4)CC3)cc2s1 | i | i | i | i | i | i | / | i | i | i | i
Cc1cc(S(=O)(=O)NC(C)C)ccc1OCC(=O)NCc1ccccc1 | i | i | i | i | i | i | i | i | i | i | i
O=C1CC(Nc2ccc(N3CCOCC3)cc2)C(=O)N1CCc1ccccc1 (configuration not stated) | i | i | i | i | i | i | i | i | i | i | i
COCCSc1nc2sc3c(c2c(=O)n1-c1ccccc1)CCN(C)C3 | i | i | i | i | i | -7.5* | i | i | i | i | i
CC(C)(C)C(=O)NC1CC2CCCC(C1)N2C(=O)Nc1cccc(Cl)c1 (configuration not stated) | i | i | i | i | i | i | i | i | i | i | i
C=CCn1c(SCC(=O)OCC)nc(C(F)(F)F)cc1=O | i | i | i | i | i | i | i | i | i | i | i
Brc1ccccc1-c1nc(-c2ccccc2)no1 | i | i | i | i | / | i | i | i | i | i | i
COc1cc(S(=O)(=O)NCc2ccncc2)c(OC)cc1C | i | i | i | i | i | i | i | i | i | i | i
O=C1CC(C(=O)N(c2ccc(F)cc2)C(C(=O)NC2CCCC2)c2ccccn2)CS1 (configuration not stated) | i | i | i | i | i | i | i | i | i | i | i
O=C(CN(C(=O)CCC(=O)Nc1nccs1)c1ccc(F)c(Cl)c1)NCc1ccco1 | i | i | i | i | i | i | i | i | i | i | i
O=C(CN1CCN(c2ccccn2)CC1)Nc1ccc(F)c(F)c1 | i | i | i | i | i | i | i | i | i | i | i
COCCNC(=S)NN=C1CCCCC1 | i | i | i | i | i | i | i | i | i | i | i
O=C(Cc1ccsc1)Nc1ccc(Cl)cc1Cl | i | i | i | i | i | i | i | i | i | i | i
O=C(OCn1nnc2ccccc2c1=O)c1ccc2ncsc2c1 | i | i | i | i | i | i | i | i | i | i | i
Cc1cc2oc(=O)cc(CN3CCCc4ccccc43)c2cc1C | i | i | i | 67* | i | i | i | i | i | i | i
CCOc1ccc(CCNC(=O)c2ccc(CS(=O)Cc3cccc(Cl)c3)o2)cc1 (configuration not stated) | i | i | i | i | i | i | i | i | i | i | i
Cc1cccc(-c2nc(CN3CCCC(C(=O)NC4CCCCCC4)C3)c(C)o2)c1 (configuration not stated) | i | i | i | i | i | i | i | i | i | i | i
COc1ccc(S(=O)(=O)N2CCCCCC2)cc1C(=O)N(C)CCOc1ccccc1 | i | i | i | i | i | i | i | i | i | i | i
COc1ccc(CNC(=S)NC2CCCC2)cc1 | i | i | i | i | i | i | i | i | i | i | i

Next section
Compound | RGS4 inh | TRPC4 PAM | MrgX1 antag | MrgX1 ag | TMEM16A act | TRPC6 inh | TRPC4 inh | TRPC6 act | TMEM16A inh | TRPC4 act | MrgX1 allo act
C=CCN(CC=C)Cc1c(O)ccc2c1oc(=O)c1ccccc12 | i | i | i | i | i | i | i | i | i | i | i
C/C=C/c1ccc(OCCCCOc2ccccc2F)c(OC)c1 | i | i | i | i | i | i | i | i | i | i | i
Cc1ccnc(Nc2nc(-c3ccc(F)cc3)cs2)c1 | i | i | i | i | i | i | i | i | 100* | i | i
COc1ccccc1Oc1ccc(S(=O)(=O)N2CCOCC2)cc1S(=O)(=O)N1CCOCC1 | i | i | i | i | i | i | i | i | i | i | i
CC(C)C(=O)NNC(=O)c1cc2sccc2s1 | i | i | i | i | i | i | i | i | i | i | i
CC1(c2ccc(Cl)cc2)NC(=O)N(CC(=O)Nc2ccc(N3CCCCC3)cc2)C1=O (configuration not stated) | i | i | i | i | i | i | i | i | i | i | i
CCCC(=O)c1c[nH]c(C(=O)N2CCOCC2)c1 | i | i | i | i | i | i | i | i | i | i | i
CCc1oc(C(=O)O)cc1COC | i | i | i | i | / | i | i | i | i | i | i
CCOC(=O)C1=C(O)/C(=C\c2cccc(OC)c2)N=C1C | 14* | i | i | 32* | i | i | i | i | i | i | i
CCN1CCN(c2nc3c(c(=O)n(C)c(=O)n3C)n2CCSc2nccc(C)n2)CC1 | i | i | i | i | i | -12* | i | i | i | i | i
O=C(NCc1ccccc1)c1cnsn1 | i | i | i | i | i | i | i | i | i | i | i
O=C(NCCNc1ccc([N+](=O)[O-])cc1C(F)(F)F)c1ccccc1 | i | i | i | i | i | i | i | i | i | i | i
